MK inhibit – blocks S. pneumoniae mevalonate kinase; purified MK, PK/LDH-coupled NADH absorbance 340 nm; 65,000 compounds, 0.48% hits; inhibition, % at 10 µM;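 active = ranked among the strongest by inhibition in the single 10 µM screen, a fixed top-ranked set picked for dose follow-up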; note: no value below 0 was filed
Bfl-1 displacement – displacement of Bid BH3 peptide from Bfl-1 – biochemical, fluorescence polarization, FITC-Bid, mouse, primary screen (AID 432); FITC-Bid BH3 peptide fluorescence polarization displacement; higher % means a stronger effect; displacement, % at 20 µM, or IC50 in µM where a hit was titrated; 64,000 compounds, 0.02% hits; in the data active = a potency from the dose series; inactive = the rest, 99 in 100 with displacement below about 15%; note: strong numbers were not always called active
HPDE-C7 cytotoxicity – HPDE-C7 pancreatic duct cell viability loss – fluorescence, HTS (AID 430); 63,000 compounds, 1.8% hits; HPDE-C7 pancreatic duct cells viability, fluorescence; higher % means a stronger effect; cytotoxicity, % at 10 µM, or EC50 in µM where a hit was titrated;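 note: cells exposed to compound for 48 hours before viability readout; 0% = vehicle and 100% = reference cytotoxic drug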
LYP inhibition – inhibition of human PTPN22 tyrosine phosphatase – biochemical, DiFMUP fluorescence, recombinant catalytic domain, 10 µM, primary screen (AID 606) | recombinant LYP catalytic domain, DiFMUP fluorescence; higher % means a stronger effect | inhibition, % at 10 µM; hits with a dose series show IC50 in µM | 52,000 tested, under 10 active;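 active = IC50 under 40 µM in the dose-response test; inactive = IC50 of 40 µM or more, or never dose-tested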
Alkaline phosphatase – human TNAP enzyme inhibitors, biochemical, luminescent (AID 518); purified TNAP enzyme, luminescent substrate readout; higher % means a stronger effect; inhibition, % at 20 µM, or IC50 in µM where a hit was titrated; 64,000 compounds, 0.09% hits; in the data active = a potency from the dose series; inactive = the rest, 99 in 100 with inhibition below about 22%;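 note: plate controls were vehicle for no effect and reference inhibitor for full effect; many of its hits are not listed in these tables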
Spn PMK inh – inhibitors of Streptococcus pneumoniae phosphomevalonate kinase; 65,000 compounds, 0.49% hits; AID 539; inhibition, % at 10 µM; purified PMK, PK/LDH-coupled NADH absorbance 340 nm;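 active = top-ranked compounds by inhibition in the single 10 µM screen, taking a fixed number of the strongest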;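 note: 0% = full reaction with DMSO carrier and 100% = background rate without enzyme reaction; no value below 0 was filed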
HPDE-C7K KRASV12 – cytotoxicity in KRAS-transformed pancreatic duct cells, primary screen, cell-based, fluorescence, HTS (AID 431); HPDE-C7K KRASV12 cells, Alamar Blue viability, 48 h; higher % means a stronger effect; one-dose cytotoxicity, % at 10 µM; EC50 in µM for titrated hits; 63,000 compounds, 1.7% hits;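 active = compounds whose percent cytotoxicity in the single-dose primary screen, scaled between solvent and toxic-drug controls, exceeds 50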;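 note: 0% = DMSO solvent wells and 100% = doxorubicin-treated wells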
HT1080 cytotoxicity – HT1080 cell viability loss – fluorescence readout (AID 620). HT1080 viability, fluorescence; higher % means a stronger effect. one-dose cytotoxicity, % at 10 µM; EC50 in µM for titrated hits. 87,000 compounds, 0.42% hits;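 note: cells exposed to compound overnight then 4 h with Alamar Blue; 0% = vehicle DMSO and 100% = killing control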
Spn DPM-DC inh – inhibitors of Streptococcus pneumoniae diphosphomevalonate decarboxylase; purified DPM-DC, PK/LDH coupled NADH fluorescence; calls only at 10 µM; 65,000 compounds, 0.49% hits; AID 556;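 active = the 320 compounds with the highest percent inhibition in the single-dose primary screen, excluding strongly autofluorescent ones, cut at about 32% in these data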;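 note: kinetic rate of NADH fluorescence loss reporting ADP formed by the decarboxylase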
Spn PMK inh pilot replicates – also measured in Spn PMK inh; calls as there; inhibition, %; measured here: pilot screen replicates
MK inhibit pilot replicates – recorded beside MK inhibit, whose call it bears; inhibition, %; measured here: pilot screen replicates
Spn DPM-DC inh pilot screen % – further read-out of Spn DPM-DC inh, marked with its call; inhibition, %; measured here: pilot screen trials
Starred values were filed as active, the others as inactive; i = inactive; · = no result given. Cut-off read from the data, not from the text of the source, unless noted: active = cytotoxicity above about 50%; inactive = the rest.

SMILES	MK inhibit	Bfl-1 displacement	HPDE-C7 cytotoxicity	LYP inhibition	Alkaline phosphatase	Spn PMK inh	HPDE-C7K KRASV12	HT1080 cytotoxicity	Spn DPM-DC inh	others
CCOC(=O)C1C(=O)NC(SCC(=O)OC)=C(C#N)C1c1ccccc1OCC (stereo not drawn)	7.0	-2.6%	-6.1%	10.2%	8.8%	0.0	-2.8%	-5.5%	i
CCOc1ccccc1NC(=O)CSc1nnc(Cn2c(=O)sc3ccccc32)n1C	0.0	6.1%	-14.5%	·	0.0%	0.0	-3.5%	4.1%	i
OC(CCCCN1CCCCC1)c1ccccc1 (stereo not drawn)	7.0	-1.8%	·	2.8%	10.4%	12.0	·	-4.7%	i
O=C(C1CCCN1S(=O)(=O)c1cccc2cccnc12)N1CCc2ccccc2C1 (stereo not drawn)	9.0	-9.9%	-15.5%	11.1%	2.0%	14.0	0.0%	-2.1%	i
Cn1c(Cn2nnc3ccccc32)nnc1SCC(=O)N1CCc2ccccc21	9.0	0.6%	-17.6%	·	17.0%	8.0	-9.5%	0.6%	i
CCOC(=O)c1c(C)[nH]c(C)c1C(=O)CSc1nnc(-c2ccncc2)n1C	6.0	1.4%	-5.2%	2.2%	9.6%	2.0	14.1%	3.6%	i
COc1ccc(C(C)=O)cc1COC(=O)c1cccc(N(C)C)c1	2.0	-8.2%	4.7%	16.4%	-4.7%	11.0	8.0%	4.4%	i
CCOc1ccc(NC(=O)CSc2nnc(-c3ccccc3Cl)n2Cc2ccco2)cc1	6.0	-6.9%	-25.6%	-6.2%	3.3%	4.0	-7.8%	-0.5%	i
Cc1ccc(NS(=O)(=O)c2ccc(NC(=O)c3ccc(Br)o3)cc2)c(C)c1	0.0	-3.1%	-10.8%	6.5%	9.9%	0.0	1.9%	2.6%	i
COc1ccc(Cn2c(=O)[nH]c3cc(C(=O)N4CCN(Cc5ccccc5)CC4)ccc3c2=O)cc1	8.0	-1.8%	6.9%	·	7.3%	7.0	1.8%	15.2%	i
Cc1ccc(Nc2nc(N3CCOCC3)c3ccccc3n2)cc1	0.0	-4.8%	30.7%	-1.1%	7.2%	12.0	28.7%	-0.4%	i
COCCN1C(=O)C(=O)/C(=C(/O)c2cccc(OC)c2)C1c1ccncc1 (stereo not drawn)	6.0	-6.5%	-8.3%	9.0%	5.4%	0.0	4.9%	8.0%	i	Spn PMK inh pilot replicates=3.5;MK inhibit pilot replicates=0.0;Spn DPM-DC inh pilot screen %=2.5
CCn1c(SCC(=O)Nc2cc(C)on2)nnc1-c1cccs1	0.0	-3.1%	9.1%	3.6%	6.1%	16.0	12.1%	-3.4%	i
C=CCOc1ccc(/C(O)=C2/C(=O)C(=O)N(CCCN3CCOCC3)C2c2ccc(OC)cc2)cc1 (stereo not drawn)	2.0	7.2%	-2.9%	10.6%	-1.8%	0.0	11.9%	3.5%	i
CCOC(=O)c1[nH]c2ccc(F)cc2c1N=C(C)N(CC)CC	0.0	-9.6%	9.3%	-4.1%	10.0%	27.0	-17.4%	5.3%	i
CC(C)Sc1oc(-c2ccco2)nc1S(=O)(=O)c1ccccc1	13.0	·	·	2.0%	·	0.0	·	7.1%	i
Cc1ccc(S(=O)(=O)c2nc(NC3CCS(=O)(=O)C3)sc2Cl)cc1 (stereo not drawn)	3.0	4.8%	-8.2%	2.8%	6.5%	0.0	-13.0%	3.3%	i
CCCOc1ccccc1-c1nc2c([nH]1)c(=O)[nH]c(=O)n2C	2.0	5.6%	-7.2%	13.1%	9.4%	5.0	-14.3%	-3.7%	·
O=C(CN1CCN(c2ccccc2F)CC1)c1ccc2c(c1)OCO2	20.0	-1.7%	5.7%	-5.4%	11.1%	0.0	3.8%	0.3%	i
CC(C)CCn1c(SCCN2CCOCC2)nc2c1c(=O)[nH]c(=O)n2C	6.0	4.7%	0.9%	8.7%	3.1%	2.0	-3.5%	7.3%	i

Quoted from above (3 entries):
SMILES	MK inhibit	Bfl-1 displacement	HPDE-C7 cytotoxicity	LYP inhibition	Alkaline phosphatase	Spn PMK inh	HPDE-C7K KRASV12	HT1080 cytotoxicity	Spn DPM-DC inh	others
CCCOc1ccccc1-c1nc2c([nH]1)c(=O)[nH]c(=O)n2C	2.0	5.6%	-7.2%	13.1%	9.4%	5.0	-14.3%	-3.7%	·
O=C(CN1CCN(c2ccccc2F)CC1)c1ccc2c(c1)OCO2	20.0	-1.7%	5.7%	-5.4%	11.1%	0.0	3.8%	0.3%	i
CC(C)CCn1c(SCCN2CCOCC2)nc2c1c(=O)[nH]c(=O)n2C	6.0	4.7%	0.9%	8.7%	3.1%	2.0	-3.5%	7.3%	i

Next section:
SMILES	MK inhibit	Bfl-1 displacement	HPDE-C7 cytotoxicity	LYP inhibition	Alkaline phosphatase	Spn PMK inh	HPDE-C7K KRASV12	HT1080 cytotoxicity	Spn DPM-DC inh	others
CCCC1=C(C(=O)OCC)C(c2ccccc2OC)NC(=O)N1 (stereo not drawn)	1.0	-2.9%	-16.5%	2.1%	4.7%	0.0	-8.8%	0.5%	i
CC(C)(C)c1ccc(S(=O)(=O)NCC(=O)N2CCN(C(=O)c3ccco3)CC2)cc1	6.0	1.1%	5.4%	14.8%	7.8%	14.0	-4.6%	0.5%	i
CCOC(=O)c1[nH]c(C)c(C(=O)OCC(=O)NC(=O)NC(C)(C)C)c1C	0.0	4.1%	-3.3%	2.3%	6.2%	8.0	0.1%	-5.8%	i
OC(CN1C2=NCCCN2c2ccccc21)c1ccc2c(c1)OCO2 (stereo not drawn)	4.0	-4.3%	-0.3%	-4.8%	-1.4%	19.0	-6.3%	-3.4%	i
Cc1ccc(C)c(S(=O)(=O)c2c(N)n(/N=C/c3ccco3)c3nc4ccccc4nc23)c1	0.0	-7.5%	33.6%	·	10.6%	0.0	46.6%	-11.1%	i
CCSC1=NCN(CCCC(=O)O)CN1	4.0	-11.3%	9.8%	·	21.6%	7.0	44.7%	-0.6%	i	Spn PMK inh pilot replicates=7.5;MK inhibit pilot replicates=1.5;Spn DPM-DC inh pilot screen %=0.0
Cc1nn2c3c(cnc2c1-c1ccccc1)C(=O)CCC3	7.0	-4.4%	-14.5%	-4.7%	7.3%	3.0	-11.6%	6.7%	i
CC(CCc1ccccc1)NC(=O)COC(=O)C1=COCCO1 (stereo not drawn)	1.0	-1.0%	-13.6%	11.4%	5.4%	11.0	-2.0%	-2.7%	i
O=C1CC(c2ccccc2)CC(O)=C1C=NCCN1CCNCC1 (stereo not drawn)	6.0	-3.8%	·	-1.6%	14.5%	9.0	·	8.7%	i
CCn1cc(C(=O)OC(C)C(=O)Nc2c(C)n(C)n(-c3ccccc3)c2=O)c(=O)c2ccc(C)nc21 (stereo not drawn)	5.0	-3.1%	-18.1%	·	4.2%	8.0	-5.6%	-2.0%	i
CNS(=O)(=O)c1ccc(NC(=O)C(CCSC)NC(N)=O)cc1 (stereo not drawn)	3.0	-1.3%	0.9%	·	5.2%	15.0	0.6%	-6.8%	i
COC(=O)c1cn(C(=O)c2cccs2)c2ccccc12	7.0	-3.0%	-8.7%	5.3%	13.0%	6.0	1.5%	-5.6%	i
O=C(Nc1ccccc1)NC1CCN(CCCN2C(=O)c3ccccc3C2=O)CC1	10.0	-3.3%	-20.7%	·	5.3%	2.0	-5.5%	-1.4%	i
Cc1nc(NCCO)c(C#N)c2c1COC(C)(C)C2	0.0	-2.7%	-7.6%	-8.3%	8.6%	3.0	-13.1%	-11.1%	·
COCCNC(=O)CN1CCOc2ccccc21	5.0	5.3%	0.3%	6.7%	10.3%	10.0	-4.3%	-5.1%	i
CCOC(=O)c1c(C)oc2c1c1c(c3ccccc32)OCN(Cc2cccnc2)C1	0.0	22.3%	2.1%	16.7%	-0.4%	10.0	29.9%	10.9%	i	Spn PMK inh pilot replicates=4.0;MK inhibit pilot replicates=0.0;Spn DPM-DC inh pilot screen %=0.0
O=C1Nc2ccccc2C1=Nc1ccc(-c2nnc3n2CCCCC3)cc1	0.0	-4.0%	1.1%	-5.0%	8.4%	18.0	-14.4%	-39.0%	i
CCS(=O)(=O)NCCc1cc2cc(C)c(C)cc2[nH]c1=O	0.0	6.5%	-1.9%	12.7%	7.8%	15.0	5.2%	14.1%	i
O=C(Cn1cnc2ccccc2c1=O)NCC(=O)N1CCN(c2ccccn2)CC1	5.0	1.0%	3.0%	17.6%	7.1%	11.0	4.5%	-4.6%	i
Cc1ccccc1-n1c(Cn2c(=O)sc3ccccc32)nnc1SCC(=O)N1CCOCC1	6.0	0.2%	11.4%	14.5%	-3.4%	8.0	18.5%	4.3%	i

Arranged by count of non-hydrogen atoms (high to low): part of the list above.
SMILES	MK inhibit	Bfl-1 displacement	HPDE-C7 cytotoxicity	LYP inhibition	Alkaline phosphatase	Spn PMK inh	HPDE-C7K KRASV12	HT1080 cytotoxicity	Spn DPM-DC inh	others
CCOC(=O)c1c(C)[nH]c(C)c1C(=O)CSc1nnc(-c2ccncc2)n1C	6.0	1.4%	-5.2%	2.2%	9.6%	2.0	14.1%	3.6%	i
O=C(CN1CCN(c2ccccc2F)CC1)c1ccc2c(c1)OCO2	20.0	-1.7%	5.7%	-5.4%	11.1%	0.0	3.8%	0.3%	i
CCS(=O)(=O)NCCc1cc2cc(C)c(C)cc2[nH]c1=O	0.0	6.5%	-1.9%	12.7%	7.8%	15.0	5.2%	14.1%	i

Remaining list, next part
SMILES	MK inhibit	Bfl-1 displacement	HPDE-C7 cytotoxicity	LYP inhibition	Alkaline phosphatase	Spn PMK inh	HPDE-C7K KRASV12	HT1080 cytotoxicity	Spn DPM-DC inh	others
c1ccc(Cc2nnc3sc(Nc4ccccc4)nn23)cc1	9.0	-1.0%	3.0%	8.3%	9.4%	13.0	-1.2%	8.0%	i
CCC(C)NC(=O)CCNS(=O)(=O)c1ccc(Br)cc1 (stereo not drawn)	0.0	4.3%	-25.1%	-0.5%	1.9%	18.0	-0.8%	-1.4%	i	Spn PMK inh pilot replicates=4.5;MK inhibit pilot replicates=0.0;Spn DPM-DC inh pilot screen %=0.0
CC(=O)c1ccc(NC(=O)C2CCC(C)NC2=O)cc1 (stereo not drawn)	8.0	0.5%	-4.9%	·	8.0%	11.0	1.6%	-7.5%	i
NC(=O)C1CCCN(Cc2ccc(Cl)cc2)C1 (stereo not drawn)	34.0	1.4%	-13.5%	·	6.0%	0.0	-10.3%	-13.8%	i
Cc1nc2cc(NC(=O)N(C)c3ccc4ccccc4c3)ccc2o1	10.0	3.6%	4.7%	10.9%	10.1%	6.0	10.7%	0.6%	i
CCCCCCn1c(CN2CCCCC2CC)nc2c1c(=O)n(C)c(=O)n2C (stereo not drawn)	4.0	-7.9%	7.9%	-4.7%	3.1%	0.0	3.7%	-10.1%	i
O=C(COc1ccc(S(=O)(=O)N2CCOCC2)cc1)NC1CCCC1	9.0	1.1%	3.0%	16.0%	4.1%	5.0	-17.1%	-2.8%	i
Cc1cnc(N)c2c(=O)oc3ccccc3c12	5.0	-6.6%	1.8%	-3.1%	9.6%	6.0	-0.2%	-5.5%	·
CC(C)OC(=O)CCCCCN1C(=O)CSC1=S	3.0	1.3%	-10.5%	-0.4%	3.6%	10.0	4.2%	-9.3%	i	Spn PMK inh pilot replicates=4.5;MK inhibit pilot replicates=4.0;Spn DPM-DC inh pilot screen %=5.0

High-throughput results as filed in PubChem.
